Pf growth 48h: inhibits P. falciparum growth in the first generation, 48 h | Potency, µM (doses to about 28.7 µM), inactives show at the top dose activity change, negative = inhibition, usual class: inhibitors | AID 504832 | 310,000 compounds, 5.9% hits | P. falciparum luciferase growth in erythrocytes, 48 h; note: potency is the fitted concentration of half-maximal effect; % is set by controls: 0 for no effect and ±100 for the full control effect
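Erythrocytes infected with P. falciparum carrying an integrated firefly luciferase reporter (2% hematocrit, 0.1% parasitemia final) were exposed to compounds in RPMI 1640 with 0.5% Albumax at 37 C, 5% CO2. Growth inhibition was scored as reduced luminescence.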
Pf growth 96h: P. falciparum growth inhibition at 96 hour, primary screen for plastid delayed-death inhibitors; P. falciparum luciferase reporter growth, 96 h; Potency, µM (top dose mostly 28.7 µM), for inactives: top-dose activity change, negative = inhibition, most hits filed as inhibitors; 320,000 compounds, 6.9% hits; note: potency is the fitted concentration of half-maximal effect; % is set by controls: 0 for no effect and ±100 for the full control effect
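Luminescence readout: decreased luciferase signal marks inhibited growth of reporter-expressing P. falciparum in infected red cells (2% hematocrit, 0.05% parasitemia final), exposed to compound two generations (96 h, 37 C, 5% CO2).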
LmPK inh: blocks Leishmania mexicana pyruvate kinase activity; purified LmPK, Kinase-Glo ATP luminescence, 1 h; Potency, µM (top dose mostly 57.5 µM), for inactives: top-dose activity change, negative = inhibition, most hits filed as inhibitors; 290,000 compounds, 0.37% hits; note: potency is the fitted concentration of half-maximal effect; % is set by controls: 0 for no effect and ±100 for the full control effect
Target sequence (Q27686 whole entry, looked up): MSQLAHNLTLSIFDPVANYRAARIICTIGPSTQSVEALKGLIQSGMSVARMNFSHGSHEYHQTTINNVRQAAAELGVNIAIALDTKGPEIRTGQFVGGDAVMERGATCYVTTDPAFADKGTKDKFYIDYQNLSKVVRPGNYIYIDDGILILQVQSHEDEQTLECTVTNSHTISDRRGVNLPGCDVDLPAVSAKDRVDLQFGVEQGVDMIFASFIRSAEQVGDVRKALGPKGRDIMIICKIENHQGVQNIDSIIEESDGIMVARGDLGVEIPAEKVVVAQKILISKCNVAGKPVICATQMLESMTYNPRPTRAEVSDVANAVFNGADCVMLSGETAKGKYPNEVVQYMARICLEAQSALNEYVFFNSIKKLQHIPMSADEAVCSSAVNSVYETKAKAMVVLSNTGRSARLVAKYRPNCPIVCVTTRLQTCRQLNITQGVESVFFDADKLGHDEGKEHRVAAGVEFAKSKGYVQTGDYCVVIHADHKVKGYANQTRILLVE
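0.1 nM LmPK, 0.5 mM PEP, 0.1 mM ADP; 50 mM imidazole pH 7.2, 7 mM MgCl2, 50 mM KCl; 1 h RT. Kinase-Glo luminescence readout, normalized to no-enzyme (full inhibition) and uninhibited wells.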
Tb PYK inh: blocks Trypanosoma brucei pyruvate kinase. AID 624173. Q57TT1. Potency, µM (top dose mostly 76.8 µM), without a hit: at the top dose activity, negative = inhibition, most hits filed as inhibitors. 410,000 compounds, 0.12% hits. TbPYK enzyme, Kinase-Glo Plus ATP luminescence, 45 min; note: potency is the fitted concentration of half-maximal effect; % is set by controls: 0 for no effect and ±100 for the full control effect; nearly all actives have a fitted effect of over 50% in size
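TbPYK + substrate in 50 mM TEA pH 7.2, 100 mM KCl, 10 mM MgCl2, 0.05% BSA, 0.01% Tween-20; cpd pinned; ADP 130 uM final; 45 min RT; Kinase-Glo Plus 10 min; luminescence endpoint.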
AMA1 RON2 block: disrupts binding of P. falciparum AMA1 to RON2 | AlphaScreen AMA1-biotinylated RON2 peptide binding | Potency, µM (doses to about 58.2 µM), for the others: top-dose activity change, negative = inhibition, most hits filed as inhibitors | 360,000 compounds, 0.2% hits;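 note: potency is the fitted concentration of half-maximal effect; 0% = vehicle wells and -100% = peptide control; nearly all actives have a fitted effect of over 45% in size; some results filed as inactive show a strong effect at the top dose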
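AMA1 (3D7) with his tag at 25 nM final met compounds first, then biotinylated RON2 peptide at 25 nM; detection used donor plus acceptor beads, 10 µg/mL apiece, read by AlphaScreen after 30 min at room temperature.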
Shiga toxin inh: inhibitors of Shiga toxin in Vero cells; Vero cells, Shiga toxin protein synthesis inhibition reporter; inhibition, % at 38.7 µM; 290,000 compounds, 9.2% hits; AID 2315; in the data active = inhibition mostly above about 28%, no sharp cut-off; inactive = mostly below about 43%; note: 0% is about no effect
CHX counter: affects cycloheximide protein synthesis inhibition readout, counter-screen | AID 2314 | cell reporter, cycloheximide protein synthesis inhibition counterscreen | max response, % | 300,000 compounds, 12% hits; in the data active = max response mostly above about 13%, no sharp cut-off; inactive = mostly below about 14%; note: read at 38.3 µM for the half of the compounds with a filed dose; 0% is about no effect
* = called active by the depositor; ? = inconclusive; / = not tested or not shown; + = active, no number; [ ] = remark or other dose. Unless noted, calls come from the whole dose curve; as a rule, active = well fitted curve in the direction sought with a large enough effect; inconclusive = small, poorly fitted or top-dose-only effect, or another doubt; inactive = no such curve, though single readings can be large; an effect the other way counts as inactive or inconclusive.

SMILES | Pf growth 48h | Pf growth 96h | LmPK inh | Tb PYK inh | AMA1 RON2 block | Shiga toxin inh | CHX counter
O=C(COC(=O)Cc1ccc(S(=O)(=O)N2CCOCC2)s1)NCCc1ccccc1 | / | ? | 11% | 4% | -2% | -7 | -4
COc1ccc(-c2cc3c(=O)n(CC(=O)NCCCN4CCC(Cc5ccccc5)CC4)ncn3n2)cc1 | -46% | -24% | 5% | -1% | -2% | 45* | 23*
CC1(C)Cc2c(sc3c2c(=N)n(Cc2ccco2)c(=O)n3Cc2ccc(Cl)cc2)CO1 | 5.2µM* | 10µM* | 6% | -9% | -6% | 37 | -5
O=C(Nc1ccc(O)cc1)c1ccc(C(=O)c2ccccc2)o1 | ? | / | -1% | 0% | -14% | 55* | 23
O=C(/C=C/c1ccccc1)NNC(=O)c1cccc(Cl)c1 | 33%[activator] | 51%[activator] | 1% | 3% | 68%[activator] | 1 | 1
CCN(CC)S(=O)(=O)c1cccc(-c2nnc(SCC(N)=O)n2CCc2ccccc2)c1 | ? | ? | -1% | -8% | -3% | 21 | -6
C=CCN1C2CCCC1CC(NC(=S)Nc1cccc(OC)c1)C2 (centres undefined) | -19% | 22% | 2% | -2% | 4% | 15 | -3
C=CCOc1ccc(/C=C/C(=O)OCC(=O)N(C)CC(=O)Nc2ccc(F)cc2)cc1 | ? | -1% | / | 3% | 20% | / | /
Cc1ccc(S(=O)(=O)CC(=O)N2CCCC2)cc1 | 121%[activator] | ? | -1% | -1% | 1% | 16 | 8
Cc1cc(Cl)c(S(N)(=O)=O)cc1OCC(=O)NC1CCCCC1 | 41%[activator] | -18% | -1% | -2% | -1% | -14 | 1
CCOc1ccc(NC(=NCc2ccc3c(c2)OCO3)SC2CC(=O)N(c3ccc(OCC)cc3)C2=O)cc1 (centres undefined) | ? | 3.7µM* | -7% | 1% | 11% | + | 63*
CCCCC(=O)Nc1cc(-c2nc3ncccc3o2)ccc1C | -55%[1.15 µM] | 58%[1.15 µM] | 3% | 3% | 19% | -3 | -6
N#CCCN(Cc1ccccc1)C(=O)Nc1ccccc1 | 20% | 43%[activator] | 10% | -4% | -3% | -9 | 0
COc1ccc(N(C(=O)CNC(=O)c2cccs2)C(C(=O)NC2CCCC2)c2ccncc2)cc1 (centres undefined) | -5% | 13µM* | -5% | -3% | -6% | -4 | -4
C/C(=N\NC(=O)c1ccncc1)c1cc2ccccc2o1 | 0% | 13% | -2% | 1% | -22% | 14 | -1
Cc1cccc(NC(=O)N2CCCC2C(=O)NCc2cccs2)c1 (centres undefined) | 8% | 177%[activator] | 3% | 1% | -3% | -5 | -2
Cn1c(CO)cnc1SCC(=O)c1ccc(F)cc1 | 58%[activator] | 34%[activator] | -2% | 0% | 8% | 75* | 24*
COC(=O)CN(C(=S)Nc1ccc(Cl)cc1)C1CC(=O)N(c2ccc(OC)cc2)C1=O (centres undefined) | -15% | 45%[activator] | 1% | -4% | 7% | -16 | 1
Cc1cc(NC(=O)CCC(=O)N(CCC(C)C)C(C(=O)NC2CCCC2)c2cccnc2)no1 (centres undefined) | -23% | ? | -2% | 3% | -9% | -4 | -4
COc1ccc(NS(=O)(=O)c2cc(OC)ccc2NC(=O)c2cc(C)oc2C)cc1 | ? | ? | 0% | -6% | -1% | 15 | -1
COc1ccc(CCNC(=O)CSc2ccc(-c3ccco3)nn2)cc1OC | -14% | -12% | -3% | -1% | -10% | -2 | -2
COc1ccc(/C=N/N2C(=O)C3C4C=CC(C4)C3C2=O)cc1[N+](=O)[O-] (centres undefined) | 29% | 23% | 2% | -4% | 14% | 18 | 11
Cc1ccc(C(=O)N2CCN(c3ncccn3)CC2)c(C)c1 | 5% | 7% | 0% | -2% | 7% | 3 | -2
O=C(Nc1ccc(Cc2ccncc2)cc1)C1CCC(N2C(=O)C3CCCCC3C2=O)CC1 (centres undefined) | ? | 36%[activator] | -1% | -9% | 8% | -2 | -3
COc1ccccc1-c1c(C(F)(F)F)oc2cc(OCC(=O)Nc3ccccc3C(F)(F)F)ccc2c1=O | ? | 5.2µM* | 5% | -13% | 12% | -6 | -3
CC1=NN(c2ccccc2)C(=O)C1N=Nc1ccc(S(N)(=O)=O)cc1 (centres undefined) | ? | -10% | 10% | 2% | -1% | -3 | 1
Cc1ccc(Oc2ccccc2/C=C2\SC(=O)N(C)C2=O)cc1 | ? | 1% | -5% | -2% | 29% | -5 | 2
Cc1ccc(-c2nnn(CC(=O)N3CCN(c4ccccc4)CC3)n2)o1 | 11% | 29% | 1% | 1% | 0% | -21 | 12
O=C(CSc1nnnn1-c1ccccc1)NC(=O)Nc1ccc2c(c1)OCCO2 | 158%[activator] | 119%[activator] | 4% | 0% | -18% | 76* | 56*
CCOC(=O)/C(C#N)=C1/SC(CCO)C(=O)N1c1ccccc1 (centres undefined) | 53%[activator] | / | -1% | -10% | -2% | 7 | -2
COc1cc(NC(=O)C2CCCCN2)ccc1OCC(C)C (centres undefined) | -4% | 3% | 0% | -5% | 53%[activator] | -19 | -1
COc1ccc2c(ccc[n+]2CC(=O)c2ccccc2)c1 | -22% | 0% | -4% | 3% | -2% | 7 | 0
c1ccc(C2[C@H]3CN(Cc4cccnc4)[C@H](c4ccccc4)C34CC2(c2ccccc2)C4)cc1 (some centres undefined) | 4.1µM* | 3.3µM* | -3% | 0% | -10% | 5 | -5
CCN(C(=O)COC(=O)C1=COCCO1)c1c(N)n(Cc2ccccc2)c(=O)[nH]c1=O | 8% | 26% | / | -5% | -1% | / | /
CC(=O)NN1C(=O)/C(=C\c2ccc(C)cc2)SC1=S | 50%[activator] | 0% | -3% | 2% | 28% | 32 | 15
CCOC(=O)N1CCN(C(=O)Cn2c(=O)sc3ccccc32)CC1 | 23% | -8% | -3% | -1% | -2% | 2 | 9
COCCOC(=O)c1c(C)oc2ccc(NS(=O)(=O)c3ccc(C(=O)O)cc3)cc12 | -2% | / | 11% | -11% | -9% | -9 | -7
CCC1(CC)C(=O)NC(=O)NC1=NCCc1ccc(O)cc1 | -11% | 2% | 1% | -14% | -7% | 8 | -2
CCc1nn2c(=O)cc(COc3ccc(/C=C4\C(=N)N5N=C(C)SC5=NC4=O)cc3)nc2s1 | -13% | ? | 2% | 6% | 6% | 22 | -5
COc1ccc2[nH]c(O)c(NC(C)=O)c2c1 | 2% | -18% | -10% | -2% | -13% | -27 | -3
CCN1CCN(c2ccccc2NC(=O)C(C)Oc2ccc(C(C)=O)cc2)CC1 (centres undefined) | ? | ? | / | -7% | -3% | / | /
COc1ccc(NC(=O)CSc2cccc3cccnc23)c(OC)c1 | 34%[activator] | -15% | 0% | 6% | -12% | -12 | -3
CCn1cc(Br)c(C(=O)Nc2cccc(Cl)c2)n1 | 22% | -16% | -2% | 2% | 1% | 73* | 18*
CCOc1ccc(NC(=O)CC2C(=O)N(c3cccc(OC)c3)C(=O)N2C(C)C)cc1 (centres undefined) | 1% | -23% | 2% | 5% | 0% | 18 | 7
NS(=O)(=O)c1cccc(NC(=S)NCc2ccc3c(c2)OCO3)c1 | 14% | -3% | -1% | -4% | 5% | 8 | 7

The final 2 records of the section before open the next one:
SMILES | Pf growth 48h | Pf growth 96h | LmPK inh | Tb PYK inh | AMA1 RON2 block | Shiga toxin inh | CHX counter
CCOc1ccc(NC(=O)CC2C(=O)N(c3cccc(OC)c3)C(=O)N2C(C)C)cc1 (centres undefined) | 1% | -23% | 2% | 5% | 0% | 18 | 7
NS(=O)(=O)c1cccc(NC(=S)NCc2ccc3c(c2)OCO3)c1 | 14% | -3% | -1% | -4% | 5% | 8 | 7
CCCC/C(C)=N/NC(=O)NC1CCCCC1 | 3% | ? | -2% | -5% | 12%[2.32 µM] | -4 | -5
CS(=O)(=O)N(CC(=O)Nc1ccccc1-c1ccccc1)c1cccc(F)c1 | -13% | 19% | 3% | 2% | 14% | -15 | -1
Cc1cc(C)cc(NC(=O)CN2CCN(CCN=CC3=C(O)CC(c4ccc(Cl)cc4)CC3=O)CC2)c1 (centres undefined) | 7% | 23% | 3% | -2% | 0% | 16 | -4
O=C(NCCOCc1ccc(Cl)cc1)c1ncn[nH]1 | -1% | 1% | 0% | 3% | -3% | 10 | -6
Cc1ccc(NC(=O)c2ccccc2N(C)S(C)(=O)=O)cc1C | / | 12% | 5% | 3% | 3% | -1 | 6
Cc1ccc2nc(N3CCN(S(=O)(=O)c4ccc5c(c4)OCCO5)CC3)c(C#N)cc2c1 | -15% | -16% | 0% | 0% | 11% | -18 | -2
O=C(CN(Cc1ccccc1)C(=O)CNS(=O)(=O)c1ccc(Cl)cc1)NCC1CCCO1 (centres undefined) | 29% | ? | -2% | 4% | 8% | -10 | -5
Cc1ccsc1C(=O)N1CCCC(N2CCN(c3cccc(Cl)c3)CC2)C1 (centres undefined) | 38%[activator] | 20% | -5% | -14% | -9% | -11 | 1
N#C/C(=C\c1ccc(O)cc1)c1nc2ccccc2o1 | -11% | 37%[activator] | -1% | 4% | 5% | 117* | 37*
Cc1cc(C)c(C(=O)N(CCN(C)C)CC2CCCN(Cc3ccccc3F)C2)o1 (centres undefined) | 12µM* | ? | -11% | 0% | -12% | -5 | -4
O=C(CN1C(=O)CSc2ccc(S(=O)(=O)N3CCOCC3)cc21)NCc1ccc(Cl)cc1 | -2% | ? | -2% | -7% | -3% | -8 | 2
COc1ccc(S(=O)(=O)N2CCc3ccccc3C2)cc1C(=O)O | 6% | 8% | -2% | 3% | -2% | -7 | -2
COc1ccc(OCCCC(=O)Nc2nc(C)c(C(C)=O)s2)cc1 | 21% | / | 1% | 6% | 10% | 24 | -2
Cc1nc2cc(C(F)(F)F)ccc2n1C1CCN(CC(=O)N2CCCC2)CC1 | ? | 40%[activator] | 4% | -5% | -4% | -5 | -2
N#C/C(=C\c1cccc(O)c1)C(=O)Nc1ccc2c(c1)OCCO2 | ? | -22% | 0% | -5% | -10% | 83* | 60*
O=C(Nc1cccc(C(=O)O)c1)/C(=C\c1ccc2c(c1)OCO2)NC(=O)c1ccccc1 | -1% | ? | 2% | 3% | -5% | 2 | -2
CCC(C)NC(=O)C1(O)c2cc(Br)ccc2NC(=O)N1c1cccc(OC)c1 (centres undefined) | 7%[0.00184 µM] | ? | 1% | 2% | 10% | 17 | -2
O=C(NCCc1ccccn1)c1cccnc1Oc1ccc(Cl)cc1 | 29% | -15% | -5% | -1% | -1% | 36 | 0

Molecules listed so far that contain a COOH group:
SMILES | Pf growth 48h | Pf growth 96h | LmPK inh | Tb PYK inh | AMA1 RON2 block | Shiga toxin inh | CHX counter
COCCOC(=O)c1c(C)oc2ccc(NS(=O)(=O)c3ccc(C(=O)O)cc3)cc12 | -2% | / | 11% | -11% | -9% | -9 | -7
COc1ccc(S(=O)(=O)N2CCc3ccccc3C2)cc1C(=O)O | 6% | 8% | -2% | 3% | -2% | -7 | -2
O=C(Nc1cccc(C(=O)O)c1)/C(=C\c1ccc2c(c1)OCO2)NC(=O)c1ccccc1 | -1% | ? | 2% | 3% | -5% | 2 | -2
